# Mito fusion yeast = inhibitors of mitochondrial division or activators of mitochondrial fusion | S. cerevisiae fusion-defective mutant growth rescue, CellTiterGlo 48 h | Potency, µM (series often up to 46.1 µM), without a hit: at the highest dose growth rescue (activation), actives largely listed as activators | hit rate 0.23% among 320,000;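 also: potency is read from the fitted curve at half-maximal effect; % of control where 0% means no effect; nearly all actives have a fitted effect of over 45% in size; temperature-sensitive fusion mutants such as fzo1-1 at 37 °C on non-fermentable ethanol glycerol medium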
#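 Yeast fusion mutant, YPEG (non-fermentable carbon), compound, 48 h at 37C non-permissive; CellTiterGlo added, 10 min RT, luminescence read. Rescued growth = division inhibition.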
# TSHR antag = human thyrotropin receptor antagonism; P16473; TSHR-expressing cells, TSH-stimulated cAMP HTRF, 2 h; stronger effect = lower value; activity change, negative = inhibition, % at 11.5 µM; hit rate 0.2% among 330,000; AID 504810;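 active = activity change below a set negative limit, meaning inhibition stronger than a set level, cut at about -70% in these data; inconclusive = activity change between two set negative limits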; also: % is scaled to controls: 0 for no effect and ±100 for the full control effect
#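 Competitive HTRF cAMP read-out (cryptate anti-cAMP antibody, cAMP-d2; 30 min, room temperature) in freshly harvested TSHR cells. Compounds added before TSH at EC80 (4nM final), followed by 2 hours' incubation at 37 deg C.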
# AT treatment = potential ataxia-telangiectasia treatments restoring KAP-1 phosphorylation; […] A-T fibroblasts, KAP-1 phosphorylation AlphaLISA; neocarzinostatin DNA damage 30 min before lysis; Potency, µM (series often up to 57.5 µM), inactives show at the highest dose activation, actives largely listed as activators; hit rate 0.19% among 320,000; also: potency is read from the fitted curve at half-maximal effect; % of control where 0% means no effect; nearly all actives have a fitted effect of over 45% in size
#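 hTERT-immortalized A-T patient fibroblasts ([…]), 500 cells/well in OPTI-MEM, 1% FBS, got compounds for 60 min, then NCS for 30 min at 37C. Lysates were then assayed for phospho-KAP-1 by AlphaLISA (anti-pKAP1 donor, anti-KAP1 acceptor beads), 6 hr at 25C.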
# ASM inhibitor = blocks human secretory acid sphingomyelinase; P17405; placental ASM, HMU-PC fluorogenic substrate, 60 min; Potency, µM (titrated, usually from 57.5 µM), for inactives: top-dose activity change, negative = inhibition, most hits filed as inhibitors; hit rate 0.006% among 340,000; AID 504937; also: potency is read from the fitted curve at half-maximal effect
# Target sequence (P17405 47-631 limits assumed): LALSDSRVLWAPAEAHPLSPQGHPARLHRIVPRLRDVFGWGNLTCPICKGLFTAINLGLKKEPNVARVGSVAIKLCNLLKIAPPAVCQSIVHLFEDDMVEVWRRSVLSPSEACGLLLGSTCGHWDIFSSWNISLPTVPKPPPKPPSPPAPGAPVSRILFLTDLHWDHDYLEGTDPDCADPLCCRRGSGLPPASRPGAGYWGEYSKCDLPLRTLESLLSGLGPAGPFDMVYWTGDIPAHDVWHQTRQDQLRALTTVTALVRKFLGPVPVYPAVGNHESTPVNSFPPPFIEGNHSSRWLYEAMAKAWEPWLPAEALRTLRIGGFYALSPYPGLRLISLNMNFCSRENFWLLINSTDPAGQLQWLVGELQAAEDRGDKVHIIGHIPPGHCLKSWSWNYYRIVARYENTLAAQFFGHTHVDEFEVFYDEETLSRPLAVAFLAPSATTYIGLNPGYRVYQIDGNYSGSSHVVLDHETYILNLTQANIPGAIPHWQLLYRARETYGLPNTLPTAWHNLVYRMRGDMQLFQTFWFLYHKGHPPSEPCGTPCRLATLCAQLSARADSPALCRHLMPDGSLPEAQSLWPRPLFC
#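 Steps: dispense placental human ASM, pin compound, wait 10 min at room temperature, add HMU-PC0 substrate at 9 uM final, incubate 60 min at 37 °C, add stop solution raising pH to 10, read fluorescence.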
# TCR act = activates T cell receptor signaling. 330,000 tested, under 10 active. Potency, µM (titrated, usually from 9.22 µM), for inactives: at the highest dose activation of IL-2 secretion, usual class: activators. AID 504894. primary human leukocytes, anti-CD3, IL-2 HTRF, 48 h; also: % of control where 0% means no effect
#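 Readout: HTRF IL-2, Eu-cryptate/d2 antibody pair, 320nm excitation, 665nm emission. Stimulus: a-CD3 beads, no co-stimulation. Cells: primary human leukocytes. Exposure: 48 hr with compound.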
# Menin MLL FP TR = menin-MLL binding inhibition, Texas Red mutant peptide; Potency, µM (highest dose often 61.6 µM), without a hit: at the highest dose FP activity change, negative = inhibition, hits mostly inhibitors; AID 1768; O00255; hit rate 0.23% among 270,000; Menin + Texas Red MLL mutant peptide, fluorescence polarization; active = well fitted inhibition curve with a large enough effect in the polarisation, with a control signal flat, not every such curve was filed as active; inconclusive = small, poorly fitted or top-dose-only effect, or effect the other way, or a change in a side signal; inactive = no such curve, though single readings can be large or run the other way; the % refers to the polarisation; also: potency is read from the fitted curve at half-maximal effect; % of control where 0% means no effect; many of its hits are not listed in these tables
# Integrin act MD = activators of alpha7 integrin expression for muscular dystrophy. alpha7betagal myoblasts, beta-gal FDG fluorescence, 48 h. Potency, µM (series often up to 38.3 µM), inactives show at the highest dose activation, most hits filed as activators. hit rate 0.064% among 350,000;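 also: potency is read from the fitted curve at half-maximal effect; 100% = response of the positive control SU9516; nearly all actives have a fitted effect of over 60% in size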
#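 alpha7betagal+/- myoblasts (passage 13, 250/well) treated 48 h at 37C with compounds at 1:260 dilution of DMSO stock. Lysed, then beta-galactosidase activity read as FDG fluorescence (ex 480/em 540) after 30 min, with pre-read for autofluorescence.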
# PTAP TSG101 blk = blocks PTAP/TSG101 interaction to inhibit HIV-1 budding. Fluorescence polarization, FITC-PTAP peptide / Tsg101 binding. Potency, µM (doses to about 115 µM), without a hit: at the highest dose activity change, negative = inhibition, most hits filed as inhibitors. 340,000 tested, under 10 active; active = well fitted inhibition curve with a large enough effect in the main read-out, with a control signal flat, not every such curve was filed as active; inconclusive = small, poorly fitted or top-dose-only effect, or effect the other way, or a change in a side signal; inactive = no such curve, though single readings can be large or run the other way; also: potency is read from the fitted curve at half-maximal effect; % of control where 0% means no effect
# Target sequence (Q99816 whole entry, looked up): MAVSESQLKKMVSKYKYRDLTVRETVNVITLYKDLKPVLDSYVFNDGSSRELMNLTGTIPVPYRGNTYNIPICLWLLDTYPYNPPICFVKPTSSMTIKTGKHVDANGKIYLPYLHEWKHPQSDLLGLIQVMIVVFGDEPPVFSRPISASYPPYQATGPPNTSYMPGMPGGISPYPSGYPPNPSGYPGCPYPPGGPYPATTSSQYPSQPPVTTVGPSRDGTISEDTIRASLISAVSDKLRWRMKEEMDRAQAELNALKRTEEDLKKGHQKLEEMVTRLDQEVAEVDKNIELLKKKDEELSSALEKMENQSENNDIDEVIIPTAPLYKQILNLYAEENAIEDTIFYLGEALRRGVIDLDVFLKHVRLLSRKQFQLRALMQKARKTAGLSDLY
#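 Steps: Tsg101 binding domain dispensed (10 uM final), compounds pinned in DMSO, FITC-labeled PTAP-motif peptide added (50 nM final); after 20 min binding at room temperature, polarization measured.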
# MBNL1 CUG block = MBNL1-poly(CUG) RNA binding inhibition; Q9NR56; TR-FRET MBNL1-His/biotin-(CUG)12 binding, 665/545 ratio; Potency, µM (series often up to 57.5 µM), for the others: at the highest dose activity change, negative = inhibition, hits mostly inhibitors; hit rate 0.036% among 280,000; AID 2675; active = well fitted inhibition curve with a large enough effect in the signal ratio, with a control signal flat, not every such curve was filed as active; inconclusive = small, poorly fitted or top-dose-only effect, or effect the other way, or a change in a side signal; inactive = no such curve, though single readings can be large or run the other way; the % refers to the signal ratio; also: potency is read from the fitted curve at half-maximal effect; % is scaled to controls: 0 for no effect and ±100 for the full control effect
#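 TR-FRET readout: Ex 340 nm, 665/545 nm emission ratio, normalized to buffer-only (basal) and MBNL1-(CUG)12 controls. Complex of MBNL1-His with Biotin-(CUG)12, compounds 92 nM–58 uM, incubated 60 min at room temperature.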
# CXXC DNA block = blocks binding of human MLL CXXC domain to DNA; Q03164; MLL-CXXC / FITC-HOXA9 DNA fluorescence polarization; Potency, µM (highest dose often 115 µM), without a hit: at the top dose activity change, negative = inhibition, actives largely listed as inhibitors; hit rate 0.037% among 290,000; AID 2662; active = well fitted inhibition curve with a large enough effect in the polarisation, with a control signal flat, not every such curve was filed as active; inconclusive = small, poorly fitted or top-dose-only effect, or effect the other way, or a change in a side signal; inactive = no such curve, though single readings can be large or run the other way; the % refers to the polarisation; also: potency is read from the fitted curve at half-maximal effect
#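 Fluorescence polarization: 7 uM MLL-CXXC (stock) preincubated 5 min with compounds, then 50 nM fluorescein-HOX-A9 DNA (stock) added; 30 min ambient. Buffer 50 mM Tris-HCl pH 7.5, 50 mM NaCl, 1 mM DTT, 0.05% BSA.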
# Numbers without * were called inactive; ? = inconclusive; · = not tested or not shown; & = joins results of further samples; [ ] = dose if it differs, or a comment. Unless noted, calls follow the shape of the dose curve; as a rule, active = well fitted curve in the direction sought with a large enough effect; inconclusive = small, poorly fitted or top-dose-only effect, or another doubt; inactive = no such curve, though single readings can be large; an effect the other way counts as inactive or inconclusive. An excerpt; the hit share may differ from the screen's.
SMILES,Mito fusion yeast,TSHR antag,AT treatment,ASM inhibitor,TCR act,Menin MLL FP TR,Integrin act MD,PTAP TSG101 blk,MBNL1 CUG block,CXXC DNA block
Cn1nc(C(=O)Nc2ccccc2)c2c1-c1ccccc1S(=O)(=O)C2,0%,-9,3%,0%,0%,·,24%,-5%,1%,6%
COc1ccc(C(=O)NNC2=NS(=O)(=O)c3ccccc32)cc1OC,0%,-1,3%,0%,0%,-2%,43%,-1%,3%,4%
COc1ccc(Br)cc1/C=N/N1CCN(Cc2ccccc2)CC1,-3%,-10,-12%,-1%,-2%,·,32%,-7%,2%,9%
CCOC(=O)C1CN(S(=O)(=O)c2ccc(Cl)cc2)c2cc(S(=O)(=O)CC)ccc2O1 (stereo not drawn),-2%,-3,7%,-2%,·,51%[activator],-27%,3%,5%,?
Cc1ncoc1C(=O)Nc1nccs1,1%,22,0%,1%,-6%,-4%,-8%,-9%,-6%,?
O=C(c1ccc([N+](=O)[O-])s1)N1CCN(c2ccc(C(F)(F)F)cn2)CC1,1%,-29,0%,-8%,-1%,?,-53%[inhibitor],2%,?,5%
O=C(NNC(=O)c1ccc(Cl)c(Cl)c1)c1ccncc1,·,·,·,5%,3%,·,-4%,0%,·,·
COCCNC(=O)CCn1c(=O)oc2ccccc21,1%,-2,-2%,3%,2%,-9%,-12%,-11%,-1%,14%
CCOc1ccc(NC(=O)CN(C)C(=O)CC(NC(=O)c2ccccc2)c2ccccc2)cc1OCC (stereo not drawn),-1%,-9,1%,3%,-2%,·,8%,-1%,·,·
CCN1C(=O)N[C@@H](c2cccc(F)c2)C(C(C)=O)=C1C,·,·,·,-5%,0%,-10%[11.7 µM],7%,-7%,·,·
CCN1CCCC1CNS(=O)(=O)c1cc(Br)cc2c1N(C(=O)C1CC1)CC2 (stereo not drawn),0%,-1,-4%,5%,·,1%,13%,-14%,-5%,6%
CC(C)(C)c1ccc(C(=O)c2c[nH]c(C(=O)NCc3cccs3)c2)cc1,1%,3,0%,0%,-7%,?,7%,-3%,-1%,9%
N#Cc1ccccc1CSC1=NCCS1,3%,-5,-2%,2%,-1%,6%,-37%,-4%,9%,19%
CC1CCC/C(=C\c2ccc(O)cc2)C1=O (stereo not drawn),·,·,·,0%,4%,·,-52%[inhibitor],1%,·,·
c1ccc2c(-c3[nH]ncc3CNCCCn3ncc4ccccc43)cccc2c1,21%,-4,-1%,5%,4%,-28%,-39%,-2%,12%,-7%
COc1ccc(OCC(=O)Nc2cc(S(=O)(=O)N3CCCCC3)ccc2OC)cc1,7%,-9,-4%,-2%,1%,·,21%,1%,·,·
CSc1nc(N)n2nc(-c3ccccc3)cc2n1,0%,-4,4%,-2%,-5%,·,-12%,0%,2%,8%
O=C(NC1CCCCC1)C(c1ccncc1)N(Cc1ccccc1)C(=O)c1ccc(-c2ccccc2)[nH]1 (stereo not drawn),-3%,-18,5%,-26%,-24%,-17%,-52%[inhibitor],-5%,7%,0%
O=C1c2cc(F)ccc2OC2(CCNCC2)C12CC(c1ccccc1)=NO2 (stereo not drawn),-69%[inhibitor],9,0%,-10%,-20%,·,-16%,-1%,1%,-1%
CCN(CC(=O)Nc1cc(Cl)ccc1C)C(=O)c1ccc2c(=O)n3c(nc2c1)CCC3,-2%,12,-7%,11%,-2%,·,17%,-9%,·,·
O=C(CCN1C(=O)c2ccc([N+](=O)[O-])cc2C1=O)Nc1ccc(O)cc1C(=O)O,2%,22,16%,9%,-2%,1%,10%,-3%,?,2%
CCC(Oc1cc(Cl)ccc1Cl)C(=O)NN1C(=O)C2C3CCC(C3=C(C)C)C2C1=O (stereo not drawn),8%,-12,-3%,6%,-2%,30%[activator],9%,-3%,-5%,-6%
O=C(NCCc1ccccc1)/C(=C/c1ccco1)c1ccccc1,3%,-2,6%,2%,7%[46.1 µM],10%,13%,1%,-3%,15%
C[C@@]12C(=O)N(c3ccc(Br)cc3)C(=O)N1[C@@H]1c3ccccc3OC[C@@H]1[C@H]2c1ccccc1,·,-9,-6%,-11%,-6%,·,22%,0%,·,·
O=C(COC(=O)/C=C/c1ccc(OC(F)F)cc1)Nc1ccc(S(=O)(=O)N2CCCC2)cc1,-2%,-9,-5%,?,-2%[46.1 µM],?,22%,-1%,·,0%
# Carrying on.
SMILES,Mito fusion yeast,TSHR antag,AT treatment,ASM inhibitor,TCR act,Menin MLL FP TR,Integrin act MD,PTAP TSG101 blk,MBNL1 CUG block,CXXC DNA block
CCn1c(SCC(=O)NCC2CCCO2)nc2c(c1=O)SCC2 (stereo not drawn),0%,1,5%,0%,2%,·,-14%,·,0%,-3%
COC(=O)C1CCN(C(=O)COC(=O)c2ccc3[nH]c4c(c3c2)CCCC4)CC1,3%,-13,1%,-2%,1%,·,15%,0%,·,·
O=S(=O)(Nc1ccncc1)c1cc(Cl)ccc1Cl,3%,0,-1%,4%,5%,-8%,-28%,-1%,-2%,-3%
COc1ccc(NCC(=O)Nc2ccccc2C#N)cc1Cl,4%,-2,1%,4%,1%,4%,-35%,-2%,0%,7%
CCOC(=O)N/N=C/c1c(C)nn(-c2ccccc2Cl)c1Cl,17%,14,-2%,-2%,-2%[46.1 µM],11%,-6%,2%,99%[activator],6%
Cc1ccc(Nc2nc(C)cc(C)c2C(N)=O)cc1,-1%,-2,·,3%,10%,-1%,4%,2%,-3%,-6%
CC(C)N(C(C)C)S(=O)(=O)c1ccc(Cl)nc1,-2%,12,-4%,1%,-4%,4%,-6%,-1%,5%,-3%
CCN1C(=NCc2ccccc2)N[C@@H](c2ccccc2)[C@H](C(=O)OC)[C@H]1C,-2%&-1%,-1&0,10%&5%,3%,-3%,-15%&6%,-2%,-4%,-2%&-15%,0%&18%
O=[N+]([O-])c1ccc(C[n+]2cc(-c3ccc(Cl)c(Cl)c3)n3c2CCCCC3)cc1,0%,17,-3%,-2%,5%,·,-11%,1%,?,6%
CC(C)n1nc(C(=O)NNC(=O)c2ccncc2)c2ccccc2c1=O,-3%,5,21%,2%,4%,·,1%,-1%,·,·
COC(=O)c1ccccc1NC(=O)CSc1n[nH]c(CC(C)C)n1,-5%,3,1%,-1%,-4%,-6%,-10%,-12%,-12%,-6%
O=C(NCc1ccc(F)cc1)C1CCCN(S(=O)(=O)c2cccc3nsnc23)C1 (stereo not drawn),2%,2,8%,2%,3%,-3%,13%,-11%,?,-3%
CCCCCCCCC1CC(C(=O)Nc2ccccc2)C(=O)O1 (stereo not drawn),·,·,·,-28%,-1%,·,-18%,-10%,·,·
Cc1nc(Cc2nnc(SCC(=O)N3CCN(c4ccc(F)cc4)CC3)o2)cs1,4%,-5,7%,0%,57%,·,3%,-2%,·,·
CCN(CC)C(=O)COc1coc(CN2CCN(c3cccc(Cl)c3)CC2)cc1=O,1%,5,3%,0%,-6%,·,6%,-3%,0%,20%
CCOn1c(=O)c(-c2cccs2)[n+]([O-])c2ccccc21,2%,4,-4%,75%[activator],·,15%,17%,-8%,?,56%[activator]
C=CCN=C1S/C(=C/c2ccc([N+](=O)[O-])cc2)C(=O)N1CC=C,-3%,3,-7%,-4%,-7%,·,-18%,-5%,14%,-1%
CCOc1ccccc1C(=O)N1CCOCC1,2%,31,·,1%,3%,1%,12%,-3%,2%,-3%
O=C(NC1CCCC1)c1cc(-c2ccccc2O)on1,-2%,3,-3%,8%,3%,?,22%,-1%,10%,30%
Cn1c(Nc2cccc(Cl)c2)nc2ccccc21,-5%,-5,2%,1%,3%,-3%,0%,2%,18%,-3%
C/C(=C\C(=S)Nc1ccccc1)Nc1ccc2ccccc2c1,1%,7,7%,16%,-4%[46.1 µM],18%,10%,0%,32%[activator],0%
Nc1nc(-c2ccccc2)c(N=Nc2cccc3ccccc23)s1,10%,-19,6%,-17%,1%[46.1 µM],?,-32%,0%,?,-10%
Cc1ccc(S(=O)(=O)Nc2cc(=O)[nH]c(SCC(=O)Nc3ccccc3Cl)n2)cc1,-6%,-1,1%,-1%,-3%,-22%,6%,-1%,2%,-2%
COC(=O)c1nc(NC(=O)c2ccc(C(C)(C)C)cc2)n[nH]1,-7%,0,4%,-1%,-5%,-19%,-7%,0%,-5%,33%[activator]
CCCCOC(=O)/C=C\C(=O)NC(N)=O,-14%,16,4%,-3%,0%,·,-48%[inhibitor],-3%,0%,-1%
Cc1ccc(S(=O)(=O)N2CCOCC2)cc1C(=O)Nc1ccc(C(N)=O)cc1,-2%,8,10%,2%,-1%,·,-19%,-5%,·,9%
CCC(C)NC(=O)CC(NS(=O)(=O)c1ccc(NC(C)=O)cc1)C(C)C (stereo not drawn),-1%,-4,0%,8%,-2%,12%,4%,-3%,-3%,-1%

# Screening results: PubChem, National Center for Advancing Translational Sciences (NCATS)
